Apaf1 inhib: human Apaf-1 inhibition; actives 0.71% (n = 330,000); reconstituted apoptosome caspase-3 activity, DEVD-Rh110 fluorescence; O14727; inhibition, % at 20 µM; AID 489030; active = inhibition of at least 40% at 20 µM;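 also: plate controls were DMSO wells for no effect and DEVD-CHO caspase inhibitor wells for full effect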
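Material: biochemical Apaf-1 apoptosome reconstitution. Medium: Hepes buffer, pH 7.5. Also added: cytochrome c activation, bis-DEVD rhodamine 110 substrate. Timing: 30 min compound preincubation, 50 min activation, room temperature. Measured by: rhodamine 110 fluorescence at Ex 480/Em 540 nm.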
SENP1 FRET inh: SENP1 (human) catalytic domain inhibition; actives 0.21% (n = 360,000); inhibition, % at 10 µM; recombinant SENP1 catalytic domain, CyPet-SUMO1-YPet FRET cleavage; Q9P0U3;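 active = inhibition at least 30% at 10 µM, raw YFP signal under a set limit, fluorescence ratio 0.5 to 1.5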;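 also: 0% = enzyme with DMSO and 100% = no enzyme wells; some results filed as inactive read as strong as hits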
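Test system: recombinant human SENP1 catalytic domain, His6-tagged / Medium: pH 8 Tris buffer with EDTA, NaCl, BME, BSA, NP40, catalase / Also added: SUMO1 FRET substrate flanked by Cypet and Ypet, 25 nM / Times: 50 min reaction at room temperature / Signal: FRET, CFP and YFP emission / Control set: no-enzyme low control and enzyme-plus-DMSO high control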
SENP6 block: inhibitors of human SENP6 protease | Recombinant SENP6 catalytic domain, aminoluciferin luminescence | inhibition, % at 10 µM | actives 1.8% (n = 330,000) | Q9GZR1 | AID 2599;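 active = inhibition above about 50% at the single tested dose, limit read from the data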;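 also: plate controls were DMSO wells with enzyme for no effect and DMSO wells lacking enzyme for full effect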
Target sequence (Q9GZR1 628-1112 limits assumed): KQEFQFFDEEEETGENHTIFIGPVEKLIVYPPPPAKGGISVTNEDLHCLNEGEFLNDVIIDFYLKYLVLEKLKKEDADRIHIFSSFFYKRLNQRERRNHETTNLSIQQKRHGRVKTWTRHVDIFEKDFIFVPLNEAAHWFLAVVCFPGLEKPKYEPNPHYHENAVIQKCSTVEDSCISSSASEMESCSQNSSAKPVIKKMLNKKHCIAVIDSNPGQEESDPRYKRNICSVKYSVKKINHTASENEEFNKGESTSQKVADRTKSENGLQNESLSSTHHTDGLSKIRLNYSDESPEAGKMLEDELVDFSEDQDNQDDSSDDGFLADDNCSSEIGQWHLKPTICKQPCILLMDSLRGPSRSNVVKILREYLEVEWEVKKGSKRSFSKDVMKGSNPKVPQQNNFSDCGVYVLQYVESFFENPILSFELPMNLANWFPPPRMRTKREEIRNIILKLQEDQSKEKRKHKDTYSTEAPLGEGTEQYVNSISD
UBC13 inh: human UBC13 polyubiquitination inhibition. actives 0.47% (n = 330,000). P61088. UBC13 polyubiquitin chain formation, TR-FRET. inhibition, % at 20 µM; in the data active = inhibition above about 45%, passing the limit was not always enough
Target sequence (P61088 whole entry, looked up): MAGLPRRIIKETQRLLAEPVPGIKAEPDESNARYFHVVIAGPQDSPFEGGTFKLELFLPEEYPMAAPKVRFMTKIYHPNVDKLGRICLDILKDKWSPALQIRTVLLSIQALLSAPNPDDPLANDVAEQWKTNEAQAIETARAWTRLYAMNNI
SENP7 inh: blocks the human protease SENP7 | AID 434973 | recombinant SENP7, Z-RLRGG-aminoluciferin luminescence, 40 min | actives 1.5% (n = 330,000) | Q9BQF6 | inhibition, % at 5 µM;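 active = inhibition above about 50% at the single test dose, limit read from the data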;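 also: plate controls were DMSO with enzyme for no effect and no enzyme buffer wells for full effect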
SENP8 block-1: blocks the human protease SENP8 | Q96LD8 | purified SENP8, Z-RLRGG-aminoluciferin cleavage, luminescence | inhibition, % at 10 µM | actives 1.2% (n = 330,000) | AID 2540; in the data active = inhibition above about 50%
Target sequence (Q96LD8 whole entry, looked up): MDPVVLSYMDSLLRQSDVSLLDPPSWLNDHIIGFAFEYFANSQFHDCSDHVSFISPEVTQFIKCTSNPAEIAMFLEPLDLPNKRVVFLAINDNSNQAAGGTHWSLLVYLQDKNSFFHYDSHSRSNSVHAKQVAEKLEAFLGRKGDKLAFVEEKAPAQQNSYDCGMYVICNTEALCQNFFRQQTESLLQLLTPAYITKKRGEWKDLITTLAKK
SENP8 block-2: inhibitors of human SENP8 protease; recombinant SENP8, Nedd8 substrate fluorescence; inhibition, % at 20 µM; AID 602440; Q96LD8; actives 0.64% (n = 360,000); in the data active = inhibition mostly above about 40%, no sharp cut-off; inactive = mostly below about 27%
A3G deaminase: inhibitors of human APOBEC3G DNA deaminase; recombinant A3G, ssDNA deamination FAM/TAMRA fluorescence; inhibition, % at 20 µM; AID 493012; actives 0.28% (n = 330,000);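 active = inhibition of at least 40% at 20 µM, with no more than 30% in the related APOBEC3A deaminase screen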;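 also: plate controls were DMSO wells with A3G for no effect and wells lacking A3G enzyme for full effect; some compounds called inactive have numbers as strong as hits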
An asterisk follows results filed as active; / = no result given.

SMILES	UBC13 inh	Apaf1 inhib	SENP6 block	SENP7 inh	SENP1 FRET inh	SENP8 block-2	A3G deaminase	SENP8 block-1
CC(C(=O)Nc1cccc([N+](=O)[O-])c1)N1CCN(C/C=C/c2ccccc2)CC1 (stereo not drawn)	-1	1	-26	-3	3	18	-5	-12
OCC[C@@H]1C[C@H](O)[C@@H](O)[C@@]2(CCc3ccccc3O2)O1	5	0	-21	-11	2	6	-8	3
CC(C)N1C(=O)CCN(C=O)c2ccccc21	-3	8	7	-14	2	16	-6	1
Cc1ccc(CN(C)C(=O)c2ccccc2Oc2ccccc2)o1	-2	8	-9	-2	-6	9	-5	-11
Cc1ccccc1N1CCN(C(=O)CN2C(=O)c3ccccc3C2=O)CC1	7	1	-1	4	1	12	5	-3
Cc1ccc(NC(=O)Nc2ccc3c(c2)nc(C)n3C)cc1C	3	-10	39	44	/	/	-6	11
COc1cc(NC(=O)CSc2nnnn2C2CCCC2)cc(OC)c1	6	1	17	4	1	8	-10	-2
O=C(O)CCCCCN1C(=O)C(O)=C(C(=O)/C=C/c2ccccc2)C1c1ccccc1[N+](=O)[O-] (stereo not drawn)	-25	8	22	8	-33	-35	-5	11
Cc1ccc(-c2noc(-c3ccccc3C(=O)N3CCN(C)CC3)n2)cc1	-4	-5	-10	2	-1	9	-5	7
COc1ccc(-c2ccnc(SCC(=O)c3ccc(Br)cc3)n2)cc1	-1	13	-14	-8	2	15	-9	-9
COCCn1c(SCC(=O)Nc2cc(C(C)(C)C)nn2-c2ccccc2)nnc1-c1ccncc1	17	-12	-26	-8	-2	20	-8	-2
COCCCNC(=O)c1c(N)n(-c2ccc(S(N)(=O)=O)cc2)c2nc3ccccc3nc12	7	19	5	5	-29	-275	-4	-6

Among those listed so far, these contain a nitro group on carbon.
SMILES	UBC13 inh	Apaf1 inhib	SENP6 block	SENP7 inh	SENP1 FRET inh	SENP8 block-2	A3G deaminase	SENP8 block-1
CC(C(=O)Nc1cccc([N+](=O)[O-])c1)N1CCN(C/C=C/c2ccccc2)CC1 (stereo not drawn)	-1	1	-26	-3	3	18	-5	-12
O=C(O)CCCCCN1C(=O)C(O)=C(C(=O)/C=C/c2ccccc2)C1c1ccccc1[N+](=O)[O-] (stereo not drawn)	-25	8	22	8	-33	-35	-5	11

Next part:
SMILES	UBC13 inh	Apaf1 inhib	SENP6 block	SENP7 inh	SENP1 FRET inh	SENP8 block-2	A3G deaminase	SENP8 block-1
O=C(CCNC(=O)C1CCN(S(=O)(=O)c2ccccc2)CC1)Nc1ccccc1	2	0	9	0	1	13	0	-4
COCCNC(=O)c1cc2ncc(Br)cn2n1	4	-7	-17	-2	0	8	-6	-4
Cc1c(Cl)c([N+](=O)[O-])nn1Cc1ccc(C(=O)NN)o1	-6	-3	4	12	3	27	-1	6
CNC(=O)c1ncoc1-c1ccc(Cl)cc1	-1	-11	-22	1	3	5	-7	9
CCOc1ccc(NC(=O)C2C(C(=O)O)C3(Cl)C(Cl)=C(Cl)C2(Cl)C3(Cl)Cl)cc1 (stereo not drawn)	-10	25	18	5	0	-11	-3	4
O=C(Nc1ccc2ncccc2c1)c1ccccc1Cl	-4	2	-5	-10	1	15	6	-1
CC1(C)CC(=O)C(C=Nc2ccc(NC3=C(C#N)C(=O)CC(C)(C)C3)cc2)=C(O)C1	-1	-1	-7	0	-6	-213	-4	4
O=C(COC(=O)c1ccc(S(=O)(=O)N2CCCCC2)cc1)Nc1ccccc1Cl	1	3	-11	3	0	-1	-2	-2
CCOc1ccc(NC(=O)Cn2nc(C(N)=O)c3ccccc3c2=O)cc1S(=O)(=O)N1CCCC1	-12	16	-9	-4	-1	10	-4	-7
O=C(NCCc1ccccc1)C1=COCCO1	2	-7	-10	0	1	7	-4	-2
O=C(COc1nncc2ccccc12)Nc1ccc(F)c(F)c1	-6	-2	7	4	-1	-2	-6	3
CCOc1ccc(C)cc1S(=O)(=O)n1cnc2ccccc21	-10	13	8	-2	2	11	25	-3
CCCC(=O)Nc1cc(C(=O)O)ccc1Sc1ccc(C)cc1	6	6	-20	5	0	8	-6	4
COc1ccc(/C=N/N2C(=O)c3ccccc3C2=O)cc1	-2	-7	88*	87*	0	7	-5	79*
COc1cc2c(cc1OC)CN(Cc1nc3ccsc3c(=O)[nH]1)CC2	3	27	6	10	-51	-445	8	5
CCCCOC(=O)c1ccc(NC(=O)C(=O)CC(=O)c2ccc(OC)cc2)cc1	-19	11	-11	-2	-2	-132	-2	-7
CCN(CC)C(=O)c1cnn(-c2ccccc2)c1NC(=O)c1cccc(F)c1	1	1	-15	11	-1	16	-2	-8
Nc1ccc(C(=O)OCC(=O)N2CCOCC2)cc1[N+](=O)[O-]	-2	-14	-17	0	1	22	-7	2
Cc1nnc(SCc2cc([N+](=O)[O-])cc3c2OCOC3)n(N)c1=O	-12	0	-8	-3	2	16	2	0
O=C(NCc1ccco1)c1cc2sccc2n1Cc1ccc(F)cc1	0	12	-4	-11	-5	6	-4	0
COc1ccccc1NS(=O)(=O)c1ccc(C)c(C(=O)N2CCN(c3ccc(O)cc3)CC2)c1	11	10	2	4	1	4	8	0
COC(=O)c1cc(N=C(N)N=C(N)N)cc(C(=O)OC)c1	6	-2	-14	-1	1	-68	4	-7
CCCCNC(=O)Cc1ccc(Br)cc1	3	4	-14	-5	2	2	-12	-10
CC(C)NC(=O)c1onc(CSc2ccc(F)cc2)c1C(=O)NC(C)C	10	-3	7	-1	-2	9	-2	2
CC(=O)c1ccc(N(C)C)c2c(N(C)C)cccc12	0	3	8	6	2	23	3	4
COc1cc2[nH]c(-c3cccc(F)c3)cc(=O)c2cc1OC	8	3	11	1	0	-490	2	6
O=C(NN1CCOCC1)c1ccc(Cl)c(Cl)c1	0	1	0	14	0	-4	-3	-7
CN(C)c1nc(N(C)C)nc(N2CC(CCl)OC2=N)n1 (stereo not drawn)	-6	1	-19	-9	0	3	-7	-9
O=C(Nc1ncc(Cc2cccc(Cl)c2)s1)C1CCCO1 (stereo not drawn)	-5	17	-17	3	-5	14	-6	-1
O=C(C1=C(O)/C(=C/c2ccc(O)cc2)CCC1)C(F)(F)F	-19	11	-17	-8	-42	5	-7	-15
CCc1noc(C)c1C(=O)OCC(=O)N(C)c1c(N)n(Cc2ccccc2)c(=O)[nH]c1=O	4	3	-12	-6	-4	-5	-10	-3
O=C(NS(=O)(=O)Oc1ccc(F)cc1F)OC[C@@H]1CCCN2CCCCC12 (stereo partly drawn)	-1	-5	-15	2	0	2	-1	-3
CC(C)OCCCNC(=O)c1ccc(CS(=O)(=O)c2cccc(C(F)(F)F)c2)o1	0	11	11	-2	3	3	1	-6
O=C(CN1CCN(S(=O)(=O)c2ccccc2)CC1)Nc1ccc([N+](=O)[O-])cc1	-8	7	0	-5	2	32	-5	-7
CCc1ccc(-c2csc(NC(=O)C3=NN(c4ccccc4)C(=O)CC3)n2)cc1	-17	8	-10	3	-3	-3	-6	-4
COC(=O)[C@H]1C[C@H]1[C@@H](NC(=O)c1cccnc1)c1ccccc1	0	-9	12	-6	2	15	-10	-1
O=S(=O)(NCCc1ccc(F)cc1)c1ccc(F)cc1Br	/	12	/	3	-1	-5	1	/
Cc1ccc(C)c(S(=O)(=O)N2CCN(CC(=O)NC(C)c3ccccc3)CC2)c1 (stereo not drawn)	7	8	20	10	-2	18	0	6
COc1ccccc1NC(=S)N(CCCN1CCOCC1)Cc1cn(C)c2ccccc12	11	1	6	4	2	19	-9	4
Cn1c(CSc2ncccn2)nnc1SCC(=O)N1CCCCC1	-1	-19	-14	-5	0	9	-6	-4
O=C1Nc2ccc([N+](=O)[O-])cc2OC1CCN1CCN(Cc2ccc3c(c2)OCO3)CC1 (stereo not drawn)	17	-3	-8	-4	-40	-30	-4	5
CCN1C(=O)[C@H]2[C@@H](c3ccc(-c4ccc(F)cc4)cc3)N3CCCC[C@@]3(C(=O)OC)[C@H]2C1=O	7	27	-1	0	-1	8	-2	5
CCC(=O)Nc1ccc(Nc2nc(C)c([N+](=O)[O-])c(Nc3ccc(NC(=O)CC)cc3)n2)cc1	-10	8	-8	11	3	26	-2	-7
O=C(O)c1ccc(Cl)c2c1C1C=CCC1C(c1ccccn1)N2 (stereo not drawn)	-37	20	-9	-12	/	/	77	-10
CNC(=O)c1c(Br)cnn1-c1ccc(C)cc1	-11	8	23	29	2	15	0	12
C=CCn1c(COc2cccc3ccc(C)nc23)nnc1SCC(=O)O	-25	2	-1	-1	1	-20	-10	1
Cc1ccc(S(=O)(=O)N2CCOC23CCN(S(=O)(=O)c2cccs2)CC3)cc1	2	13	-19	12	-1	14	-1	4

Three entries drawn at random from the list so far, as already listed:
SMILES	UBC13 inh	Apaf1 inhib	SENP6 block	SENP7 inh	SENP1 FRET inh	SENP8 block-2	A3G deaminase	SENP8 block-1
C=CCn1c(COc2cccc3ccc(C)nc23)nnc1SCC(=O)O	-25	2	-1	-1	1	-20	-10	1
CCC(=O)Nc1ccc(Nc2nc(C)c([N+](=O)[O-])c(Nc3ccc(NC(=O)CC)cc3)n2)cc1	-10	8	-8	11	3	26	-2	-7
Cc1ccc(S(=O)(=O)N2CCOC23CCN(S(=O)(=O)c2cccs2)CC3)cc1	2	13	-19	12	-1	14	-1	4

Assay outcomes as filed in PubChem BioAssay.
